MITF primary: blocks human microphthalmia-associated transcription factor; O75030; hit rate 0.91% among 650,000; inhibition, % at 2.6 µM; AlphaScreen MITF homodimerization, bead proximity signal; in the data active = inhibition above about 50%;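 also: 0% = vehicle wells with protein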
FBW7 activator: activators of human E3 ligase FBW7; AlphaScreen FBW7–phospho-cyclin E peptide binding, activator screen; normalized activity (activation), % at 26.1 µM; hit rate 0.13% among 650,000; Q969H0; in the data active = normalized activity above about 1.9%;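 also: purified mutant Fbw7 with reduced substrate affinity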
Target sequence (Q969H0 whole entry, looked up): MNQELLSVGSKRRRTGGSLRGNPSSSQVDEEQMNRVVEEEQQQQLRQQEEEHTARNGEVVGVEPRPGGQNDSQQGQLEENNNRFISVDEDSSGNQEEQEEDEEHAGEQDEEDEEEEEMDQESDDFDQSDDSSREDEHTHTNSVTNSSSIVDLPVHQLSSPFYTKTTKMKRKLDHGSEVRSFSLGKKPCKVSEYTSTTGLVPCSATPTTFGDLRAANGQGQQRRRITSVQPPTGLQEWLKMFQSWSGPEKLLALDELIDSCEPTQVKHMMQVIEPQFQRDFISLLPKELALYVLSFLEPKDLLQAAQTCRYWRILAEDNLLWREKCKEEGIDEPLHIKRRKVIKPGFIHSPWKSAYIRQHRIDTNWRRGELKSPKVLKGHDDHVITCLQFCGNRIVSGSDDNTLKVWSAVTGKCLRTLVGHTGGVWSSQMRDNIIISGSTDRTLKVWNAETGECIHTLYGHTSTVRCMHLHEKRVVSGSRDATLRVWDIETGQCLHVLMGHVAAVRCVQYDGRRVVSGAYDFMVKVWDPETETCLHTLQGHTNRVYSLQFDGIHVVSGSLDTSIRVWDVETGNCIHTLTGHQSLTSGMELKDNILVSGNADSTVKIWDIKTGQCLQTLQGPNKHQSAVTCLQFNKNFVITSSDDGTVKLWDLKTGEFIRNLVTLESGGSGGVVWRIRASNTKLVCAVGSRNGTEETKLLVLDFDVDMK
GPR151 activ: activates the human receptor GPR151; PathHunter beta-arrestin GPR151 cells, luminescence; activation, % at 11.2 µM; hit rate 1% among 650,000; in the data active = activation above about 4.9%;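 also: 0% = median of compound wells and 100% = cells with positive control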
TEAD-YAP block: TEAD-YAP interaction inhibition; inhibition, % at 9.12 µM; HEK-TIYL cells, TEAD-Gal4/YAP UAS-luciferase luminescence; hit rate 1.4% among 640,000; AID 1259422; in the data active = inhibition above about 32%;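 also: 0% = median of test compound wells and 100% = reference inhibitor wells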
* marks the source's active call; other numbers are inactive results.

Structure	MITF primary	GPR151 activ	TEAD-YAP block	FBW7 activator
Fc1ccccc1-c1ccc(NCC(F)(F)F)nc1	3.2	0.7	-15.5	0.0
COC(=O)c1ccc(C2N=C(c3ccc(Cl)cc3)CC(c3cccc(OC)c3O)N2)cc1 (configuration not stated)	16.3	0.0	-39.6	0.0
COc1ccc(CC(=O)c2ccc(O)c(CN3CCCC(C)C3)c2O)cc1 (configuration not stated)	15.7	-1.4	-5.7	-0.1
COCCN(C(=O)Nc1cccc(C(C)=O)c1)C1CCN(Cc2cccc(C#N)c2)CC1	6.9	0.4	-5.8	0.0
O=C(NCc1ccc2c(c1)OCO2)c1ccc2c(c1)C(=O)N(C1CCCCC1)C2=O	7.9	-0.5	-1.7	0.3
CCC(Cc1ccccc1)NC(=O)c1ccccc1 (configuration not stated)	6.7	0.3	-27.4	0.1
CCc1nc2ccc(C(=O)N3CCc4ccccc43)cc2nc1CC	28.7	0.3	-10.7	0.3
O=C1CSC(=S)N1c1cccc2ccccc12	6.5	0.3	-1.4	0.0
Cc1ccc(CNC(=O)Cc2c(C(=O)O)[nH]c3ccc(Cl)cc23)o1	7.6	0.4	10.8	0.1
Cc1ccc2c(c1)SC(C)C(=O)N2Cc1ccccc1C#N (configuration not stated)	6.5	2.2	1.9	-0.1
NC1=NC(=O)/C(=C/c2ccc(OC(=O)c3cccc([N+](=O)[O-])c3)cc2)S1	1.8	4.1	3.7	-0.1
O=C(Nc1ccc(F)cc1)c1ccc(S(=O)(=O)NC23CC4CC(CC(C4)C2)C3)cc1	6.5	0.3	10.1	0.0
O=C(OC1CCCCC1=O)c1ccc2c(c1)OCO2 (configuration not stated)	-6.4	0.4	1.4	-0.1
CCC(C)NS(=O)(=O)c1cc(C(=O)Nc2ccc(C(C)C)cc2)ccc1F (configuration not stated)	-9.3	3.6	10.0	0.0
COc1ccc(Br)cc1C(=O)NCCCNc1ccc([N+](=O)[O-])cc1Cl	12.0	-1.2	-6.3	0.0
Cc1cc(NC(=O)CCn2nc(C)c(C)c2C)no1	-4.4	1.6	4.5	-0.2
Cc1cc(S(=O)(=O)N(Cc2ccc(F)cc2)CC2CCCO2)ccc1-n1cnnn1 (configuration not stated)	11.3	0.0	-11.6	0.3
N#CC(C#N)=NNc1ccc(SC(F)F)cc1	5.8	0.8	73.6*	-0.1
c1ccc(CC2CCN(c3ncnc4sc5c(c34)CCCC5)CC2)cc1	-14.3	-1.3	0.2	-0.1
C=CCNC(=S)Nc1ccc2cn[nH]c2c1	3.9	1.7	-2.6	-0.1
COc1cccc(OCC(O)CN2CCN(CCO)CC2)c1 (configuration not stated)	-2.6	1.8	0.1	0.0
Cc1cccc(NC(=O)CN(C)S(=O)(=O)c2cccs2)c1	-0.6	-0.3	-13.6	-0.1
CN(Cc1cnccn1)C(=O)CC1C(=O)NCCN1Cc1ccc2ccccc2c1 (configuration not stated)	-4.7	-0.8	-1.2	0.2
Cc1ccc(NC(=O)c2cccc(C(=O)Nc3ccc(C)cc3C)n2)c(C)c1	-4.2	1.3	0.1	0.0
Cc1ccc(C2=CC(c3ccccc3)n3nnnc3N2)cc1 (configuration not stated)	-3.5	7.3*	-12.5	0.1
COc1ccc(C)cc1NC(=O)Cc1ccccc1[N+](=O)[O-]	-0.4	-0.8	9.8	0.0
CCN(CC)c1nc(Nc2cc(OC)c(OC)c(OC)c2)nc(Nc2nccc3ccccc23)n1	18.1	-0.9	-5.7	0.5
COc1ccc(CCNC2CCN(c3ccc(C(=O)N4CCOCC4)cc3)CC2)cc1	12.3	0.8	-3.1	0.1
Cc1c(CN2CCOc3ccc(CN4CCc5ccccc5C4)cc3C2)cnn1C	14.5	1.3	10.8	0.7
CCOC(=O)c1cnc2ccc(OCC)cc2c1Nc1cccc(OC)c1	2.9	-0.4	-0.9	-0.3
Cc1ccc(OCCNC(=O)C(=O)NCc2ccccc2)cc1	-3.8	-1.2	7.2	0.0
CCOC(=O)c1c(NC(=O)Cc2cccs2)sc(C)c1C	-5.5	-0.1	-0.5	0.1
COc1ccc(CCNS(=O)(=O)c2ccc(F)c(C(=O)Nc3cc(Cl)ccc3Cl)c2)cc1OC	23.1	1.8	-1.5	0.1
Cc1ccc(S(=O)(=O)Nc2ccc(NC(=O)/C=C/c3ccc4c(c3)OCO4)cc2)cc1	17.1	7.6*	6.8	0.4
COc1cc2nc(NC3CCC(O)CC3)nc(Nc3ccc4c(c3)OCO4)c2cc1OC (configuration not stated)	11.1	0.4	-13.7	-0.2
CCc1ccc(-c2ccc(C(=O)Oc3ccc(S(=O)(=O)c4ccc(OC(=O)c5ccc(-c6ccc(CC)cn6)cc5)cc4)cc3)cc2)nc1	-20.9	-0.9	2.7	0.2
COc1cccc(C(NC(=O)N(C(C)C)C(C)C)c2nccn2C)c1OC (configuration not stated)	20.1	-0.1	-7.0	-0.4
CCC(=O)Nc1ccc(S(=O)(=O)N2CC(C)OC(C)C2)cc1 (configuration not stated)	-6.1	-1.5	0.1	0.1
CCN(C(=O)Cc1ccc(OC)cc1)c1ccccc1	-21.8	-0.2	-3.2	0.6
O=C(NN1C(=O)C2C(C1=O)C1C=CC2C12CC2)c1ccc(Cl)cc1Cl (configuration not stated)	8.6	-0.1	0.6	0.1
COc1ccc(CN2CCNC(=O)C2CC(=O)NCCSc2nccn2C)c(OC)c1 (configuration not stated)	-17.1	-0.4	5.5	-0.2
CC(c1ccccc1)c1nc2cnccn2c1NCc1ccc(F)cc1 (configuration not stated)	11.6	-0.8	10.7	0.5
c1ccc2cc(CN3CCN(Cc4c[nH]c5ccccc45)CC3)ccc2c1	14.8	-0.7	10.7	0.0
Cc1nc(N)[nH]c(=O)c1Br	14.5	0.6	3.1	0.0
Cc1cc2c(cc1C)NC(CC(=O)Nc1ccccc1C#N)C(=O)N2 (configuration not stated)	12.2	0.4	-1.8	0.1
COC(=O)C1=C(C)NC(C)=C(C(=O)OC)C1c1ccc(N(C)C)cc1	-2.1	-0.4	0.8	-0.1
S=c1[nH]nc(-c2cccnc2)n1-c1ccc(Br)cc1	9.7	0.9	2.2	-0.1
CCOC(=O)c1ccc(N2CCN(c3cc(C)ccc3C)CC2)c(NC(=O)Nc2ccc(OC)cc2OC)c1	1.6	-0.1	6.7	-0.1
O=C1Cc2ccccc2C(=O)N1c1ccc(Br)cn1	17.1	1.0	0.9	-0.1
CCCCCCc1nnc(NC(=O)C(C)(C)C)s1	15.2	0.4	-40.9	0.5
CCCCOc1ccc(C2=N/C(=C\c3ccc(Br)cc3)C(=O)O2)cc1	6.3	2.0	16.4	0.2
Cc1cc(Cl)ccc1OCCN1CCOCC1	-3.7	-0.3	0.2	0.0
COc1cccc2c1OC1(CCN(C(=O)NCCc3cccs3)CC1)OC2	19.4	1.2	-15.1	-0.3
CCOC(=O)CCNC(=O)CC1C(=O)NCCN1Cc1ccccc1C(F)(F)F (configuration not stated)	-5.4	0.7	-7.1	-0.1
Cc1ccc(CN2C(=O)C3C(C(=O)Nc4ccc(C(C)C)cc4)C4C=CC3(O4)C2C(=O)NC2CCCCC2)cc1 (configuration not stated)	1.5	-0.3	10.4	0.1
Cc1c(C(=O)Nc2ccc(F)cc2F)sc2ncn(Cc3ccccc3F)c(=O)c12	-6.3	0.3	1.0	-0.1
Cc1ccc(-n2ncc3c(Nc4cccc5c4CCCC5)ncnc32)c(C)c1	-8.8	2.4	-3.9	0.0
CCOc1cc(-c2nc3sc4c(c3c(=O)[nH]2)CCCC4)ccc1OCCOc1ccccc1OC	12.0	0.2	6.5	0.0
CC(C)(C)C(=O)Nc1nnc(Cc2ccccc2F)s1	-2.0	0.4	-7.5	-0.1
CN1CC(=O)N2CCN(Cc3cnn(-c4ccccc4)c3)C[C@@H]2C1=O	-4.6	0.8	3.8	-0.1

The list continues:
Structure	MITF primary	GPR151 activ	TEAD-YAP block	FBW7 activator
O=C(C1CCCCC1)N1CCC(n2nc(C3CC3)ccc2=O)CC1	-8.3	0.2	2.0	0.1
Cc1ccc(S(=O)(=O)N(C)C(=O)NC(=O)NS(=O)(=O)c2ccccc2)cc1	-3.5	-0.5	-15.3	0.1
COc1ccc(CCNc2nc3ccccc3n3nnnc23)cc1OC	6.3	-1.9	-7.2	0.1
COc1ccc(/C=C2/NC(=O)/C(=C/c3ccc(OC)cc3)C2=O)cc1	12.7	1.5	-5.6	-0.1
COc1ccc(-n2c(-c3ccc(Cl)cc3)cn3c4c(=O)n(C)c(=O)n(C)c4nc23)cc1	5.0	0.3	-5.2	0.0
CC(C)CC(NC(=O)COc1ccc([N+](=O)[O-])cc1Cl)C(=O)O (configuration not stated)	-10.3	0.4	-4.1	0.0
CC1CCCC(C)N1C(=O)CSc1nnc(-c2ccco2)n1Cc1ccco1 (configuration not stated)	-3.9	0.5	5.9	0.0
O=C(/C=C/c1ccccc1)N1CCN(CC(O)COc2ccccc2)CC1 (configuration not stated)	-2.1	1.0	2.1	0.1
CC#CCCC(=O)Nc1ccccc1F	3.6	-0.6	-7.8	0.1
COc1ccc(-c2nc(NC(=O)CSc3nc(C)cc(=O)[nH]3)sc2C)cc1	-2.6	-0.9	-5.7	-0.1
COc1ccc(-c2cncc(C(=O)NC3CCN(Cc4ccccc4)CC3)c2)cc1	-6.2	-1.1	-4.2	-0.1
COc1ccccc1C(=O)n1nc(-c2ccccc2)nc1SC	-8.1	0.9	-0.3	0.2
COc1ccc(C2(CC(=O)NCCN3CCNC3=O)CC(=O)N(C3CCCC3)C2=O)cc1 (configuration not stated)	2.0	0.6	-1.6	-0.1
O=C(c1cccc(F)c1)N1CCCCCC1	-6.3	-1.6	-0.9	0.5
Cc1ccc(C(=O)NCCNc2ccc(Nc3cccnc3)nn2)cc1C	-4.2	3.1	-1.6	0.0
CC1(C)CC(=O)C(C=NCCCN2CCOCC2)=C(O)C1	-2.6	1.8	-5.1	-0.1
Cc1nc2ccc(S(=O)(=O)NC(C(=O)NC3CCCCC3C)C(C)C)cc2s1 (configuration not stated)	7.8	-0.2	5.5	0.6
CCOC(=O)c1c(NC(=O)COc2ccc(C(C)C)c(C)c2)sc2c1CCCC2	-4.8	0.0	7.0	-0.1
Cc1ccc(S(=O)(=O)N(CC(=O)N2CCOCC2)Cc2ccccc2)cc1	6.8	1.0	8.0	0.2
Cc1c(C)c2cc(Cl)c(OCC(N)=O)cc2oc1=O	14.2	0.1	5.3	0.7
Cc1noc(C)c1S(=O)(=O)N1CCCC(C(=O)NC2CCCCC2C)C1 (configuration not stated)	28.3	-1.5	-2.2	0.9
CCOC(=O)c1cc(S(=O)(=O)N(C)c2ccccc2OCC)cn1C	9.2	0.1	-4.4	-0.1
CCOc1ccc(NC(=O)c2c(NC(=O)COc3ccccc3)sc3c2CCC3)cc1	7.9	0.7	-8.8	0.3
O=C1C2CC=C(Cl)CC2C(=O)N1c1ccccn1 (configuration not stated)	2.4	0.6	5.0	0.2
O=C1c2ccc3c4c(ccc(c24)C(=O)N1c1ccccc1)CC3	7.2	0.8	4.1	0.2
O=C(CNC(=O)c1ccc(Cl)cc1Cl)NNC(=O)Nc1ccccc1	7.3	0.4	9.3	0.2
